TDP2 absorb = blocks human TDP2 phosphodiesterase activity; O95551; AID 720702; recombinant TDP2, T5PNP hydrolysis, p-nitrophenol absorbance 415 nm; actives 0.34% (n = 370,000); inhibition, % at 12.8 µM;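 active = inhibition above the mean of all tested compounds plus 3 SD, set per campaign, cut at about 25% in these data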;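 note: 0% = DMSO with enzyme and 100% = buffer with substrate but no TDP2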
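Read-out basis: percent inhibition. System: recombinant human TDP2. Buffer or medium: Mg2+-containing Tris-HCl buffer, pH 7.5. Repeats: single replicate. Timing: reaction 2 h, 37 °C. Benchmarks: high control without enzyme, low control DMSO plus TDP2. Probe or stimulus: 5 mM T5PNP. Doses: 12.8 µM only. Measured by: epi absorbance of p-nitrophenol freed from T5PNP by hydrolysis.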
PLCb3 inh = inhibitors of human phospholipase C beta3; AID 720704; actives 0.18% (n = 370,000); Purified PLC-beta3, fluorogenic substrate, fluorescence; inhibition, % at 12.2 µM; in the data active = inhibition above about 11%;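 note: 0% = median of compound wells on plate and 100% = full blocker control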
DDE Tn7 FP inh = DD(E)-Tn7 binding inhibition, primary FP screen. inhibition, % at 8.3 µM. FP displacement of FITC-Tn7 peptide from fibrin DD(E); 0% = median of compound wells per plate. actives 0.13% (n = 370,000). P02675. AID 720508;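 active = inhibition above the mean of compounds falling within the control limits plus 3 SD of them, cut at about 14% in these data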;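 note: 0% = plate median of compound wells and 100% = 10 µM Aha-Tn7 peptide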
Target sequence (P02675 whole entry, looked up): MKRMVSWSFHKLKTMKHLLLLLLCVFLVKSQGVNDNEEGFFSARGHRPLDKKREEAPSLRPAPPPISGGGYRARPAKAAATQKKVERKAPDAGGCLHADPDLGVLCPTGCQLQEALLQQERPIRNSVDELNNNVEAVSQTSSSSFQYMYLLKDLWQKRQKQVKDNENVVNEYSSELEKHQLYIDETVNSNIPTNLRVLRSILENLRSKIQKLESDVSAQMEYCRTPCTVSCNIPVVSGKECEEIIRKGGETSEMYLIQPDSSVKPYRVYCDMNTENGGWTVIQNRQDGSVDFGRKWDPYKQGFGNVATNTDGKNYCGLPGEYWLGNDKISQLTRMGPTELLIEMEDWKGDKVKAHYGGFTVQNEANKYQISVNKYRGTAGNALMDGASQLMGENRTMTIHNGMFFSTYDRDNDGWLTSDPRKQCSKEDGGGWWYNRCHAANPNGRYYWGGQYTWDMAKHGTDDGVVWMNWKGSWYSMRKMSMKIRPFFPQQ
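Also added: labelled Tn7 tracer, 0.1 µM; Assay system: human fibrin DD(E) protein; Amount: 2 µM fibrin DD(E); Schedule: 10 min compound pre-incubation, 3 h probe incubation at room temperature; Repeats: one replicate per compound; Read-out basis: percent inhibition; Measured by: fluorescence polarization of the labelled Tn7 tracer.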
PLC-gamma1 inh = PLC-gamma1 (human) inhibition, primary screen; actives 0.84% (n = 370,000); inhibition, % at 12.2 µM; AID 720700; purified PLC-gamma1, fluorogenic substrate, fluorescence; in the data active = inhibition above about 9.5%
SIAE inh = human SIAE inhibition, primary screen. actives 0.69% (n = 370,000). SIAE FP-Rh probe binding, fluorescence polarization. inhibition, % at 9.66 µM. Q9HAT2;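 active = inhibition above a cutoff: mean of compounds within the control limits plus 3 SD of those, cut at about 17% in these data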;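 note: 0% = plate median of compound wells and 100% = probe without SIAE protein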
ASAP1 GAP inh = ASAP1 ArfGAP inhibition; Q9ULH1; ASAP1-stimulated ARF1 GTP hydrolysis, GDP FP detection; inhibition, % at 16.5 µM; actives 0.19% (n = 360,000); AID 624377; in the data active = inhibition above about 25%;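 note: 0% = vehicle with enzyme and substrate and 100% = no enzyme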
ADAM10 inh = inhibits human ADAM10; O14672; recombinant ADAM10, EDANS/DABCYL FRET peptide cleavage, 3 h; inhibition, % at 7 µM; actives 0.62% (n = 370,000); AID 720582;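 active = inhibition above a per-campaign cutoff equal to the mean of compounds falling between control-based bounds plus 3 SD, cut at about 20% in these data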;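 note: 0% = DMSO wells while the 100% control is not disclosed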
ADAM17 inh = ADAM17 inhibition, QFRET primary screen; P78536; recombinant ADAM17, EDANS/DABCYL FRET peptide cleavage; inhibition, % at 6.95 µM; actives 0.83% (n = 370,000); AID 720648;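 active = inhibition above the mean of compounds lying between control limits plus 3 SD, set per campaign, cut at about 8.5% in these data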;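 note: 0% = DMSO-only wells as the low control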
DDE Tn6 FP inh = disrupts Tn6 cyclic peptide binding to fibrin D-Dimer-E complex; P02675; actives 0.21% (n = 370,000); AID 720509; inhibition, % at 8.3 µM; Fibrin DD(E) TRITC-Tn6 fluorescence polarization displacement;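 active = inhibition above a per-campaign cutoff: mean of compounds within control limits plus 3 SD, cut at about 15% in these data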;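 note: 0% = median of all compound wells on the plate and 100% = blocking peptide control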
ARFGAP1 inh = rat ARFGAP1 inhibition; actives 0.26% (n = 360,000); Q62848; inhibition, % at 16.5 µM; Arfgap1-stimulated ARF1 GTP hydrolysis, GDP FP detection;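 active = inhibition above a per-plate limit, mean inhibition of low control wells plus 3 SD, cut at about 25% in these data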;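 note: 0% = DMSO wells with enzyme and 100% = wells lacking Arfgap1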
Target sequence (Q62848 1-136 limits assumed): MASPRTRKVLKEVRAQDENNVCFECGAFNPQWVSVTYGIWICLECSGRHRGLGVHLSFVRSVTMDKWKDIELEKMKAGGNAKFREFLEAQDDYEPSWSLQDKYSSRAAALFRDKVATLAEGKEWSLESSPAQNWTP
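Replicates: Single well per compound | Assay system: Truncated rat Arfgap1 GAP domain | Control set: No-Arfgap1 wells (100%) versus DMSO full-reaction wells (0%) | Times: Enzyme reaction 120 min at 25 °C after 20 min preincubation | Reagent: Human ARF1(Δ1-17)-GTP substrate | Measured by: Tracer-displacement fluorescence polarization with EDTA stop, 620/688 nm | Measure: Percent inhibition of Arfgap1-stimulated GTP hydrolysis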
* marks the source's active call; other numbers are inactive results.

TDP2 absorb	ADAM17 inh	PLC-gamma1 inh	ARFGAP1 inh	PLCb3 inh	SIAE inh	DDE Tn7 FP inh	ASAP1 GAP inh	ADAM10 inh	DDE Tn6 FP inh	molecule
0	0	3	-5	2	-5	5	4	-5	10	O=C(C1CCCN(c2nnc(-n3cccc3)s2)C1)N1CCN(c2ccccc2)CC1 (stereo not given)
0	-6	-5	-2	-6	-4	0	5	-16	2	Cc1noc(C)c1C(=O)N1CCN(c2ncccn2)CC1
-1	7	14*	9	-4	4	0	-8	-12	4	CCOc1ccccc1NC(=S)N(CCCN1CCOCC1)Cc1cn(C)c2ccccc12
7	-71	-124	-5	-112	-4	1	1	-171	5	CC1=CN2C(=N)/C(=C/c3ccco3)C(=O)N=C2S1
7	-17	2	-5	-5	4	2	-3	-41	1	O=S(=O)(c1ccccc1)N1CCN(Cc2c(O)ccc3ccccc23)CC1
-9	2	1	3	-4	7	-6	7	4	2	N#CCCN1CCN(S(=O)(=O)c2cc(Cl)ccc2Cl)CC1
-8	0	2	0	-7	1	5	7	2	12	N=c1n(CC(=O)c2cccc([N+](=O)[O-])c2)c2ccccc2n1Cc1ccccc1
2	-9	1	3	-7	-5	0	-2	-11	-1	O=C(COC(=O)c1cnc(Cl)c(Cl)c1)NC1CCCCCC1
-2	4	1	-9	1	-2	5	-1	11	9	C#CCNC(=O)C1=C[C@H](c2coc3ccccc3c2=O)C[C@H](OCc2ccc(CO)cc2)O1
3	-3	0	5	-1	5	4	-9	2	1	COc1ccc([N+](=O)[O-])cc1NC(C)C
-6	-6	4	-1	-5	2	5	-8	1	8	COc1ccc(S(=O)(=O)NCc2ccc3c(c2)OCO3)cc1OC
4	-3	0	-2	2	3	6	-3	1	-1	COc1ccc(C(C)=O)cc1CSc1ncccn1
11	-1	0	-3	-4	1	0	3	-5	-8	CCS(=O)(=O)N1Cc2ccccc2CC1C(=O)Nc1cccc(OC)c1 (stereo not given)
-5	-4	1	0	1	-9	0	-1	-44	-1	Cc1c(OCC(=O)NC(Cc2ccc(Cl)cc2)C(=O)O)ccc2c3c(c(=O)oc12)CCC3 (stereo not given)
-3	-21	-4	-4	-12	-1	-3	1	-44	1	CCCC(=O)Oc1ccc(C2NC(=O)c3ccccc3O2)cc1 (stereo not given)
-15	2	6	0	-1	0	-8	-2	12	7	COc1ccccc1C(=O)NC1CC2CCC(C1)N2Cc1ccccc1 (stereo not given)
-6	-1	7	4	3	-2	-2	-22	9	-2	CC(=O)NCCC(=O)Nc1cccc(S(=O)(=O)N(C)c2ccccc2)c1
-1	4	0	9	1	3	3	-6	-1	6	CN(C)S(=O)(=O)N(CC(=O)N1CCC(Cc2ccccc2)CC1)c1ccccc1
6	-7	-5	-4	-7	2	-3	16	-27	11	C=CCn1c(N)cc(=O)nc1SCC(=O)Nc1cccc2ccccc12
1	-4	0	-3	-3	-1	-3	-2	-5	-5	COCCN(C(=O)Cn1nnc2ccccc21)C(C(=O)NC1CCCC1)c1ccc(OC)cc1OC (stereo not given)
1	3	1	-2	-6	4	-4	4	7	9	CCC(=O)NNc1nc2c(F)cccc2s1
7	-42	-38	-2	-52	2	0	7	-182	-3	COc1ccc(C2CC(c3cccc(OC)c3)n3nc(N)nc3N2)cc1 (stereo not given)
6	-3	-1	-16	-2	1	-4	0	6	-10	CC(=O)c1ccc(N2CCN(C(=O)c3ccco3)CC2)c(F)c1
-5	4	2	3	-1	1	0	0	-4	-2	CC1(C(=O)Nc2cccc3cccnc23)CCN1Cc1cccc2c1OCO2 (stereo not given)
14	-2	-21	4	-33	2	3	-4	3	4	CC(=O)C1=C(c2ccccc2)N(C(C)=O)n2c(C)nnc2S1
5	-4	3	5	-6	0	6	6	-8	5	CCOc1ccc(C(=O)NCC(=O)NNC(=O)C2COc3ccccc3O2)cc1OCC (stereo not given)
-7	-2	1	4	-2	-8	-6	9	0	-6	CS(=O)(=O)c1ccc(Cl)c(NC(=O)C2CCCN(C(=O)c3ccc(Cl)cc3)C2)c1 (stereo not given)
-8	-5	1	5	0	-6	-1	4	-13	-12	Cc1cc(NC(=O)CSC2=NCCS2)no1
-3	5	-2	1	-2	8	13	-3	2	-7	CC(=NCCc1c(C)[nH]c2ccc(C)cc12)C1=C(O)CC(c2ccccc2)CC1=O (stereo not given)
2	-2	-1	-5	-3	7	-2	4	-15	-1	CC(C)c1ccc(C2NC(=S)NC3=C2C(=O)CC(C)(C)C3)cc1 (stereo not given)

Additional entries
TDP2 absorb	ADAM17 inh	PLC-gamma1 inh	ARFGAP1 inh	PLCb3 inh	SIAE inh	DDE Tn7 FP inh	ASAP1 GAP inh	ADAM10 inh	DDE Tn6 FP inh	molecule
2	-6	-3	3	-2	3	5	-2	-11	1	NS(=O)(=O)c1ccc(CCNC(=O)c2cncc(Br)c2)cc1
0	-19	-27	3	-43	4	-6	-1	-57	6	Nc1c(/C=C2/C=CC(=O)C(O)=C2)c(=O)nc2sc(CC(=O)N3CCCC3)nn12
0	-1	0	-2	0	6	5	1	-3	9	O=C(CSc1cn(CCNC(=O)c2cccs2)c2ccccc12)NC1CCCCC1
-4	1	6	9	-1	1	-2	9	-2	3	CC12CC3CC(C)(C1)CC(CN1CCOCC1)(C3)C2
8	1	0	4	-2	-12	3	-8	-1	-7	CC(C)NC(=O)N(C)C[C@H]1Oc2ccc(NC(=O)Nc3ccc(C(F)(F)F)cc3)cc2C(=O)N([C@H](C)CO)C[C@@H]1C
-3	0	0	-2	-5	-3	0	-12	14	4	CCn1c(CNC(=O)c2ccccc2F)cc2ccccc21
3	-1	-4	-6	-12	15	7	8	1	3	CCOC(=O)C/C(C)=N\Nc1nc(-c2ccccc2)cs1
-2	1	8	-9	3	-3	-3	-1	3	0	Cc1ccc(CNC(=O)c2ccccc2N(C)S(C)(=O)=O)cc1
4	-31	-25	1	-33	2	-7	-5	-104	-4	CC(c1nc2ccccc2[nH]1)n1c(=O)c(-c2cccnc2)nc2ccccc21 (stereo not given)
-1	1	0	-9	2	6	-1	1	2	5	CC(=O)Oc1ccccc1N1C(=O)c2ccc(C(=O)O)cc2C1=O
3	-24	-11	6	-12	-4	0	1	-54	-10	c1ccc(-c2onc3cc4c(cc23)OCCO4)cc1
9	-2	-11	-2	-13	2	5	-6	3	6	CC(=O)Nc1ccc(N=Cc2nc(-c3ccc(C)cc3)oc2O)cc1
0	0	-6	8	-11	-2	-9	-12	-16	-3	COc1ccc2oc(=O)c(C(=O)Nc3cccc(C)c3)cc2c1
-1	8	1	-5	-3	-6	-8	1	1	1	CCC(C)c1ccc(O)c(NC(=S)NC(=O)c2cccs2)c1 (stereo not given)
4	-6	4	15	-9	1	2	6	-7	-4	CSC1=NC2(C[C@H]2c2ccccc2)C(=O)N1C (stereo not given in full)

Bioassay records (PubChem BioAssay)
